KCNQ1 inh: inhibitors of human KCNQ1 potassium channel; 1.3% of 310,000 active; P51787; CHO-K1 KCNQ1, FluxOR thallium flux fluorescence; hits give high values; B-score at 10 µM;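 active = compounds whose thallium flux B-score, printed positive for inhibition, exceeds three library SD while starting fluorescence stays within three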;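 note: channel opened by potassium depolarization with thallium stimulus after 20 min compound exposure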
RGS4 act: potentiators or activators of RGS4; AID 463111; HEK293 M3R/inducible RGS4, carbachol calcium flux Fluo4; hits give low values; 0.92% of 310,000 active; B-score at 10 µM;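 active = B-score of the integrated calcium signal more than 4 SD below the library mean, with starting fluorescence not abnormally high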;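 note: negative B-score means reduced calcium response which marks RGS4 activation or potentiation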
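Also added: carbachol at ECmax as muscarinic agonist stimulus; Assay system: HEK293 cells with stable M3R and inducible RGS4; Timing: overnight RGS4 induction, 30 min dye load 37 °C, 20 min compound RT; Measured by: Fluo4-AM (2 µM) calcium-flux fluorescence, kinetic read.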
MrgX1 allo act: allosterically activates human MrgX1 receptor signaling; Q96LB2; MrgX1-HEK293, Fluo-4 calcium flux, FDSS; hits give high values; B-score at 10 µM; 0.63% of 310,000 active; AID 588675;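 active = plate-corrected calcium response at least 3 library SD above typical, normal starting fluorescence, not activating the receptor alone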;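 note: compound read alongside a low EC10 to EC30 dose of BAM8-22 agonist; peak minus trough fluorescence over baseline measured at the second addition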
Target sequence (Q96LB2 whole entry, looked up): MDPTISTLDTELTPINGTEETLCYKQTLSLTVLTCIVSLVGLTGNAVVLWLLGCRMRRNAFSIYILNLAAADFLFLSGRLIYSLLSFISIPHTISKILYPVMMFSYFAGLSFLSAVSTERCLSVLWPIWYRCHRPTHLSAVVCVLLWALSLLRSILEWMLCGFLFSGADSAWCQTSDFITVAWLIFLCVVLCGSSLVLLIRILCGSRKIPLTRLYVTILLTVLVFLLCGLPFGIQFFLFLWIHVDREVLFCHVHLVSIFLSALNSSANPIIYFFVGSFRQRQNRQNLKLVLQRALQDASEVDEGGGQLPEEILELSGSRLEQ
ANO1 block: inhibitors of mouse TMEM16A calcium-activated chloride channel | Q8BHY3 | HEK293 TMEM16A/YFP iodide influx fluorescence, ionomycin | normalized B-score (activity score, 25-100; higher = stronger inhibition) at 10 µM | 1.2% of 310,000 active | AID 588511;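 active = ratio plate-corrected score three or more library SD toward inhibition, starting fluorescence score within five deviations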;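 note: score derived from kinetic fluorescence span divided by baseline fluorescence per well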
hERG protect: hERG (human) protection from proarrhythmic block; CHO-hERG, FluxOR thallium flux, dofetilide IC70 present; 0.51% of 310,000 active; activation (rescue from dofetilide block), less the hit threshold, % at 10 µM; Q12809;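 active = activation above the mean of controls blocked by dofetilide plus 5 SD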;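 note: thallium influx through hERG after potassium depolarization seen as dye fluorescence rise; in these data hits start at about 4.7%; inactives centre near -7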
KCNK9 block: human KCNK9 channel inhibition. B-score at 10 µM. HEK293 KCNK9, FluxOR thallium flux fluorescence; hits give low values. Q9NPC2. AID 488922. 1.2% of 310,000 active;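 active = ratio B-score over 3 SD below the library mean, with starting fluorescence within 5 SD of its mean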;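 note: negative B-score means less thallium flux so channel inhibition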
Target sequence (Q9NPC2 whole entry, looked up): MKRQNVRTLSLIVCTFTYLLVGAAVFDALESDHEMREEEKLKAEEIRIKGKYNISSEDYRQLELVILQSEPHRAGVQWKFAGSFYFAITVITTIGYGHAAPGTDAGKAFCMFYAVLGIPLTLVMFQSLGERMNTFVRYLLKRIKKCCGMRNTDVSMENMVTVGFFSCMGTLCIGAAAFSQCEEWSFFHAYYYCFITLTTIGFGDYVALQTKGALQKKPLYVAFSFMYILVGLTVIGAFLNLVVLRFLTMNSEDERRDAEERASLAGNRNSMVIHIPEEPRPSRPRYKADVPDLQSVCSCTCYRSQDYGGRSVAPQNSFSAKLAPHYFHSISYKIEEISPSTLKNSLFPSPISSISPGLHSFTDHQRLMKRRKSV
TMEM16A act: mouse TMEM16A channel activation, primary screen; HEK293 TMEM16A/YFP-H148Q/I152L, iodide quench fluorescence; hits give low values; 0.3% of 340,000 active; B-score at 10 µM;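 active = fluorescence-ratio B-score plate-corrected deviation score at least 3 library SD below zero, with starting fluorescence score within 5 deviations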;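 note: channel opened by trigger with iodide after compound preincubation; score built on the fluorescence ratio of max minus min over baseline; more negative score means more quench and so TMEM16A activation or potentiation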
KCNQ1 pot: potentiators or activators of human KCNQ1 potassium channel. 0.35% of 310,000 active. CHO-K1 KCNQ1, thallium flux FluxOR fluorescence; hits give high values. P51787. AID 2648. B-score at 10 µM;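 active = fluorescence ratio B-score, a plate-corrected score, at least three library SD, with initial intensity B-score within 5 SD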
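Assay system: stable KCNQ1 CHO-K1 line; medium: assay buffer, equal DMSO in all wells; timing: 90 min dye loading and 20 min compound exposure, both at room temperature; technique: kinetic FluxOR thallium fluorescence, 10-s 1-Hz baseline, 110-s post-stimulus read; read-out basis: B score of baseline-normalized fluorescence ratio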
MrgX1 agonist: activates human MrgX1 receptor signaling | Q96LB2 | B-score at 10 µM | 0.44% of 310,000 active | MrgX1-HEK293 cells, Fluo-4 calcium fluorescence, agonist mode; hits give high values;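 active = calcium response B-score plate-corrected fluorescence ratio at least 3 library SD, with starting fluorescence B-score inside 5 SD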
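System: HEK293 cells stably expressing human MrgX1 receptor; Dosing: test compound in the initial addition of three; Schedule: overnight plating, then 30 min 37 °C plus 30 min room-temperature dye loading; Detection: kinetic calcium dye fluorescence, Fluo-4 NW; Controls: per-plate positive and negative controls for Z′ factor.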
KCNK3 inh: human KCNK3 channel inhibition, primary screen. CHO-KCNK3 thallium flux, FluxOR fluorescence; hits give low values. B-score at 10 µM. 0.84% of 340,000 active. AID 602410;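 active = B-score under library mean minus 4 SD, starting fluorescence ratio at most library mean plus 5 SD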;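 note: more negative B-score means stronger inhibition of thallium flux through KCNK3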
Target sequence (O14649 whole entry, looked up): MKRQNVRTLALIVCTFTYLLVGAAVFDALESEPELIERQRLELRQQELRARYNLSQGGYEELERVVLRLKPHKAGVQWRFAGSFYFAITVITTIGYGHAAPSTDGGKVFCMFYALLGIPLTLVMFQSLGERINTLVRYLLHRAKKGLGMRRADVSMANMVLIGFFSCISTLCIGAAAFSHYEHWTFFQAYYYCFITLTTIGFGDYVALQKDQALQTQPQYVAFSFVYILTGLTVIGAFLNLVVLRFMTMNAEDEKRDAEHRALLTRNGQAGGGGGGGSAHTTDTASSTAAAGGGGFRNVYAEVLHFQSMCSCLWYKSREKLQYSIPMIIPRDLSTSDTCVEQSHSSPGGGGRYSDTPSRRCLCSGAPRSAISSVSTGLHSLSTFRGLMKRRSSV
RGS4 inh: human RGS4 inhibition; AID 463165; HEK293 M3R/RGS4 inducible, Fluo-4 calcium flux; hits give high values; triggered by carbachol at its EC20; P49798; 0.45% of 310,000 active; B-score at 10 µM;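 active = B-score, a plate-corrected calcium signal, over three deviations above library mean, with baseline fluorescence within five deviations of library mean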;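 note: RGS4 expression induced by doxycycline in cells with stable M3 receptor; B-score is computed from the integrated fluorescence ratio over baseline after carbachol; higher B-score means a larger calcium signal and so more RGS4 inhibition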
An asterisk follows results filed as active; i = inactive; . = not tested or not shown.

SMILES	KCNQ1 inh	RGS4 act	MrgX1 allo act	ANO1 block	hERG protect	KCNK9 block	TMEM16A act	KCNQ1 pot	MrgX1 agonist	KCNK3 inh	RGS4 inh
COc1ccc(-c2cnn3c4c(c(C)nc23)CCN4C2CCCC2)cc1OC	i	i	i	i	-6	i	i	i	i	i	i
CNc1oc(/C=C/c2ccccc2)nc1C#N	i	i	i	i	-11	i	i	i	i	i	i
COCCCn1c(C)nnc1SCc1ccc(C(C)(C)C)cc1	i	i	i	i	-4	i	i	i	i	i	i
CCCCc1ccc(NC(=O)NCc2cccnc2)cc1	i	i	i	i	-10	i	i	i	i	i	i
Cc1ccc(S(=O)(=O)Nc2ccccc2C(O)c2ccccc2)cc1 (configuration not stated)	i	i	i	i	-13	i	i	i	i	i	i
CCOC(=O)c1c(N/N=C/c2cccnc2)n[nH]c1C	i	i	i	i	-8	i	i	i	i	i	i
O=C(NCC1CCCO1)c1cccc(Oc2ccc([N+](=O)[O-])cc2)c1 (configuration not stated)	i	i	i	i	-7	i	i	i	i	i	i
Cc1nn2c(nc(N3CCCCC3)c3ccccc32)c1C=O	i	i	i	i	-4	i	i	i	i	i	i
O=C(CCS(=O)(=O)c1ccc(Br)cc1)N1CCN(c2ccccc2Cl)CC1	i	i	i	i	-7	i	i	i	i	i	i
C=C(C)C(=O)OCCCCCCOc1ccc(C(=O)O)cc1	i	i	i	i	-5	i	i	i	i	i	i
CCC1CCCCN1c1cc(C)nc2cc(-c3cccc(C)c3)nn12 (configuration not stated)	8*	i	i	i	-11	i	i	i	i	-13*	i
CCOc1c2ccc(C(=O)NCc3ccc(OC)cc3)cc2nn1CCOC	i	i	i	i	-4	i	i	i	i	i	i
CC(Sc1nccn1C)C(=O)Nc1ccccc1 (configuration not stated)	i	i	i	i	-2	i	i	i	i	i	i
CCOC(=O)CN1C(=O)S/C(=C/c2ccc3c(c2)n(C)c(=O)n3C)C1=O	i	i	i	i	-13	i	i	i	i	i	i
COc1ccc2cc(C(=O)C3CCCN(C(=O)c4snnc4C)C3)ccc2c1 (configuration not stated)	i	i	i	i	-10	i	i	i	i	i	i
Cc1ccc(C(=O)NCCN2CCNC2=O)cc1	i	i	i	i	-10	i	i	i	i	i	i
CN(C)c1ccnc(N(Cc2ccccc2)Cc2ccccc2)c1C#N	i	-11*	i	i	-7	i	i	i	i	i	i
COc1ccc(C(=O)CCc2ccccc2O)c(OC)c1	i	i	i	i	-14	i	i	i	i	i	i
CC(C)OC(=O)CSc1nnc(-c2ccco2)n1N	i	i	i	i	-5	i	i	i	i	i	i
COC(=O)C1=CN(Cc2ccc(OC)cc2)C=C(C(=O)OC)C1c1ccc(O)c(OC)c1	i	i	i	i	-3	i	i	i	i	i	i
Cc1cccc(NS(=O)(=O)c2cc(NC(=O)CC(=O)c3ccc([N+](=O)[O-])cc3)ccc2C)c1	i	i	.	.	2	i	.	i	.	.	i
COc1ccc(C(=O)/C=C/c2ccc(O)cc2)c(O)c1CC=C(C)C	i	i	i	i	-7	i	i	i	i	i	6.4*
COc1ccc(NC(=O)Nc2cccc([N+](=O)[O-])c2)cc1Cl	i	i	i	i	-10	i	i	i	i	i	i
O=C(CSc1nnc2c(Cl)cc(C(F)(F)F)cn12)NCc1ccc(F)cc1	i	i	i	i	-7	i	i	i	i	i	i
COc1cc(CN2CC(C)OC(C)C2)cc(OC)c1 (configuration not stated)	i	i	i	i	-3	i	i	i	i	i	i
CC1(C)Cc2ccccc2C2=NNC(=O)C2=N1	i	i	i	i	-24	i	i	i	i	i	i
Cc1cc2c(c(SCC(=O)Nc3ccc(C)c(C)c3)n1)C(=O)OC2	i	i	i	i	-14	i	i	i	i	i	i
O=C(O)CC1(CC(=O)NCc2ccc(C(F)(F)F)cc2)CCCCC1	i	i	i	i	-9	i	i	i	i	i	i
O=C(NNC(=O)C12CC3CC(CC(Cl)(C3)C1)C2)c1ccncc1	i	i	i	i	-2	i	i	i	i	i	i
CC1=C/C(=N\N=C2\NC(=O)C(CC(=O)Nc3ccccc3F)S2)CC(C)(C)C1 (configuration not stated)	i	i	i	i	-11	i	i	i	i	i	i
CC(C)COC(=O)/C(C#N)=C/c1cn(Cc2ccccc2)c2ccccc12	i	i	i	i	-10	i	i	i	i	i	i
O=C(C[N+]1(CC#Cc2ccccc2)CCCCC1)c1ccccc1	i	i	i	i	-8	i	i	i	i	i	i
Cc1ccc(OCC(=O)Nc2ccc3c(c2)nc(CCN2CCN(C)CC2)n3C)cc1	i	i	i	i	-6	i	i	i	i	i	i
COc1ccc(NC(=O)C2CCN(C(=O)NCc3ccccc3)CC2)cc1	i	i	i	i	-9	i	i	i	i	i	i
Cc1cc(C(=O)CN(Cc2ccc(F)cc2)S(=O)(=O)c2ccc3c(c2)OCCO3)c(C)n1C	i	i	i	i	-8	i	i	i	i	i	i
O=c1cc(O)c2sc3nc4c(c(C(F)(F)F)c3c2[nH]1)CCCCC4	i	i	i	i	-8	i	i	i	i	i	i
CC(C)(C)C(=O)NC1CCN(S(=O)(=O)c2ccccc2F)CC1	i	i	i	i	-13	i	i	i	i	i	i
CC(C)CN(CC(C)C)C(=O)C12CCC(C)(C(=O)C1)C2(C)C (configuration not stated)	i	i	i	i	0	i	i	i	i	i	i
Cc1ccc2c(c1)C1CN(C)CCC1N2C(=O)c1ccccc1NS(=O)(=O)c1ccc(F)cc1 (configuration not stated)	i	i	i	i	-9	i	i	i	i	i	i
CCOC(=O)N1CCN(C(=O)c2cc(S(=O)(=O)N3CCCC3)cn2C)CC1	i	i	i	i	-8	i	i	i	i	i	i
CCOc1ccc(C(O)c2nccn2Cc2ccccc2)cc1 (configuration not stated)	i	i	i	i	-5	i	i	i	i	i	i
CCc1ccccc1NC(=O)C1NC(=O)CC1c1ccccc1 (configuration not stated)	i	i	i	i	-12	i	i	i	i	i	i
COc1cc(C(C(=O)NC2CCCC2)N(C(=O)c2ccco2)c2ccccc2C(C)=O)cc(OC)c1OC (configuration not stated)	i	i	i	i	-7	i	i	i	i	i	i
CC1Cc2ccccc2N1CC(=O)Nc1ccc(Cl)c(S(=O)(=O)N(C)C)c1 (configuration not stated)	i	i	i	i	-3	i	i	i	i	i	i
CN1CCN(c2oc(-c3ccco3)nc2S(=O)(=O)c2ccccc2)CC1	i	i	i	i	-7	i	i	i	i	i	i
CCOc1ccc(-c2cccc(NS(=O)(=O)c3cc([N+](=O)[O-])ccc3C)c2)nn1	i	i	i	i	-11	i	i	i	i	i	i
COc1cc(/C=N/NC(=O)c2cccnc2)ccc1OS(=O)(=O)c1cc(C)ccc1C	i	i	i	i	-25	i	i	i	i	i	i
CCCNC(=O)CS(=O)(=O)Cc1nc(-c2ccccc2C)oc1C	i	i	i	i	-11	i	i	i	i	i	i
O=C(CN1C(=O)c2ccccc2S1(=O)=O)NCc1cccs1	i	i	i	i	-8	i	i	i	i	i	i
Cc1ccc(C)c(NC(=O)CSc2nnc3n2CCCCC3)c1	i	i	i	i	-1	i	i	i	i	i	i
CCOc1ccc(OCC)c(S(=O)(=O)NCc2ccccc2)c1	i	i	i	i	-6	i	i	i	i	i	i
CCCOC(=O)c1ccc(NC(=O)c2c(Cl)ccc(Cl)c2OC)cc1	i	i	i	i	-7	i	i	i	i	i	i
CC1Cc2cc(S(=O)(=O)NCCC(=O)NCc3ccc(F)cc3)ccc2N1C(=O)C1CC1 (configuration not stated)	i	i	i	i	-10	i	i	i	i	i	i
Cc1ccc(S(=O)(=O)Nc2nc(C)cc(N/N=C/c3ccc(O)cc3)n2)cc1	i	i	i	i	-11	i	i	i	i	i	i
CC(C)N1CC(C(=O)Nc2ccc(Cl)c(Cl)c2)CC1=O (configuration not stated)	i	i	i	i	-5	i	i	i	i	i	i
CC(C)[C@H](NC(=O)C1CCN(S(=O)(=O)c2ccc(F)cc2)CC1)C(=O)N1CCCCCC1	i	i	i	i	-11	i	i	i	i	i	i
COc1cc(C2C(C(=O)c3ccc(C)o3)=C(O)C(=O)N2Cc2ccccc2)ccc1O (configuration not stated)	i	i	i	i	-13	i	i	i	i	i	i
CC(=O)N(Cc1cccs1)Cc1cc2ccc(C)c(C)c2nc1Cl	i	i	i	i	-27	i	i	i	i	i	i
O=C(NCCCN1CCOCC1)c1ccc2c(c1)N(Cc1ccccc1F)C(=O)c1ccccc1S2=O (configuration not stated)	i	i	i	i	-9	i	i	i	i	i	i
O=c1[nH]c2c(c3c1CCCC3)CCCC2	i	i	i	i	1	i	i	i	i	i	i
The list goes on.
SMILES	KCNQ1 inh	RGS4 act	MrgX1 allo act	ANO1 block	hERG protect	KCNK9 block	TMEM16A act	KCNQ1 pot	MrgX1 agonist	KCNK3 inh	RGS4 inh
CCOC(=O)/C=C/CN(C(=O)OC(C)(C)C)S(=O)(=O)N1CC=CC1	i	i	i	i	-6	i	i	i	i	i	i
Cc1cccc(C)c1N1CC(=O)N(c2c(C)cccc2C)CC1=O	i	i	i	i	-4	i	i	i	i	i	i
CCCOC(=S)NC(=O)c1sc2ccccc2c1Cl	i	i	i	i	15*	i	i	49*	i	i	i
COc1ccc(CCNC(=O)Nc2ccc([N+](=O)[O-])cc2)cc1OC	i	i	i	i	-15	i	i	i	i	i	i
Cc1nn(-c2ncc(C(F)(F)F)cc2Cl)c(=O)n1-c1ccccc1	i	i	i	i	-1	i	i	i	i	i	i

Laid out differently: results already given
canonical_smiles | KCNQ1 inh | RGS4 act | MrgX1 allo act | ANO1 block | hERG protect | KCNK9 block | TMEM16A act | KCNQ1 pot | MrgX1 agonist | KCNK3 inh | RGS4 inh
O=C(CSc1nnc2c(Cl)cc(C(F)(F)F)cn12)NCc1ccc(F)cc1 | i | i | i | i | -7 | i | i | i | i | i | i
COc1ccc(NC(=O)Nc2cccc([N+](=O)[O-])c2)cc1Cl | i | i | i | i | -10 | i | i | i | i | i | i
CC(C)[C@H](NC(=O)C1CCN(S(=O)(=O)c2ccc(F)cc2)CC1)C(=O)N1CCCCCC1 | i | i | i | i | -11 | i | i | i | i | i | i

Bioassay records: PubChem BioAssay, Johns Hopkins Ion Channel Center
